T cruzi growth – inhibitors of T. cruzi proliferation; 5.9% of 77,000 active; AID 624255; inhibition, % at 8.34 µM; T. cruzi beta-gal in NIH3T3, GalScreen luminescence, 90 h;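 active = mean inhibition above about 93%, with at least 55% of replicates each passing it, limit read from the data, passing the limit was not always enough; inconclusive = only one of those two conditions holds; inactive = neither condition holds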
C diff growth – blocks growth of Clostridium difficile. Clostridium difficile clinical isolate growth, OD600, 24 h; active compounds read low. growth activity, negative = inhibition, % at 16 µg/mL (by protocol). 0.25% of 86,000 active;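 active = mean growth activity at or below -80% and every replicate also at or below -80%; inconclusive = mean at or below -80% but some replicate above -80%; inactive = mean growth activity above -80%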;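 note: 0% = DMSO wells and -100% = levofloxacin 16 µg/mL wells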
Pf Dd2 inh – inhibitors of Plasmodium falciparum Dd2 growth; P. falciparum Dd2 growth, SYBR Green, 72 h; active compounds read low; activity change, % at 10 µM; 2.3% of 94,000 active; in the data active = activity change below about -80%; inconclusive = no clear call, values can overlap the other calls
GASC1 inh – KDM4C (human) demethylase inhibition | 0.15% of 96,000 active | AID 720574 | inhibition, % at 12.5 µM | GST-KDM4C 2-372, H3K9me3 peptide, LANCE TR-FRET;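 active = mean replicate inhibition above about 25%, with at least 55% of replicates also reaching it, limit read from the data, passing the limit was not always enough; inconclusive = only one of those two conditions met; inactive = neither condition met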
Target sequence (Q9H3R0 2-372 limits assumed): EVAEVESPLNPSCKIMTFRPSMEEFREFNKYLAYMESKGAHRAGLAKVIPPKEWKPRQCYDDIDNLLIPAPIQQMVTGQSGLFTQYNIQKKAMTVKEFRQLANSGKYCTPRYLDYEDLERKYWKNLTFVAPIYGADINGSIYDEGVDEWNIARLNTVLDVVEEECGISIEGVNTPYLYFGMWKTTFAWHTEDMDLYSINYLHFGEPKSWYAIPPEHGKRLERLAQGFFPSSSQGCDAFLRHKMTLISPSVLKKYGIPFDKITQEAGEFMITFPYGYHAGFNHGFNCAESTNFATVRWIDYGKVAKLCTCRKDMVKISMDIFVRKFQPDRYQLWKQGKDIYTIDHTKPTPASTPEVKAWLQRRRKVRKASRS
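Material: GST-tagged GASC-1 (JMJD2C) catalytic fragment, aa 2-372. Input: enzyme final amount 10 nM. Medium: HEPES buffer, pH 7.5, plus ascorbate. Reagent: H3K9me3 peptide substrate, Fe(II), 2-oxoglutarate. Doses: single dose. Times: reaction 30 min RT, detection step 1 h RT. Measured by: LANCE TR-FRET. Evaluation: Fall in 671/618 emission ratio as inhibition.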
* = called active by the depositor; ? = inconclusive; nt = no result given. Compounds were not picked by outcome, and some 7% of all compounds hit somewhere here.

cpd	structure	T cruzi growth	C diff growth	Pf Dd2 inh	GASC1 inh
1	Cc1ccc(S(=O)(=O)N(C)C[C@H]2Oc3c(NC(=O)c4nc5ccccc5s4)cccc3C(=O)N([C@H](C)CO)C[C@H]2C)cc1	56	-2	-1	0.1
2	CCN1[C@@H]2c3ccc(-c4cccnc4)c(=O)n3C[C@H]1[C@H](CO)[C@H]2C(=O)NC1CCCCC1	-9	-5	10	-0.9
3	O=C([C@H]1[C@H](CO)[C@H]2Cn3c(cccc3=O)[C@H]2N1Cc1ccncc1)N1CCCCC1	-19	1	nt	-0.2
4	C[C@@H]1CN([C@@H](C)CO)C(=O)c2cccc(NS(=O)(=O)c3cn(C)cn3)c2O[C@H]1CN(C)S(=O)(=O)c1ccc(Cl)cc1	18	-3	19	0.6
5	C/C=C/c1ccc([C@@H]2[C@@H](CO)N3C(=O)CN(C(=O)NC4CCCC4)C[C@@H]23)cc1	nt	-4	-24	1.0
6	COc1ccc(NC(=O)N2CCCCN3[C@H](C2)[C@@H](c2ccc(C#Cc4ccccc4)cc2)[C@@H]3CO)cc1	?	23	-73	nt
7	C[C@H]1CN([C@@H](C)CO)C(=O)c2cc(NC(=O)CCCN(C)C)ccc2O[C@H]1CN(C)S(=O)(=O)c1cccs1	96	nt	15	0.4
8	COc1ccc(CN(C)C[C@H]2Oc3c(NC(=O)C4CCCCC4)cccc3C(=O)N([C@@H](C)CO)C[C@@H]2C)cc1	15	1	-10	0.8
9	C[C@H]1CN([C@@H](C)CO)C(=O)Cc2cc(NC(=O)Nc3ccc(F)cc3)ccc2O[C@H]1CN(C)CC1CCCCC1	-14	0	-8	0.1
10	COc1cccc(-c2cnc3c(c2)C(=O)N([C@H](C)CO)C[C@@H](C)[C@H](CN(C)C(=O)CN(C)C)O3)c1	45	-3	-23	4.5
11	CCNC(=O)C[C@H]1CC[C@@H](NC(=O)C2CC2)[C@H](CO)O1	-9	nt	18	0.4
12	Cn1cnc(S(=O)(=O)N[C@@H]2CC[C@H](CC(=O)N3CCN(c4ccccc4)CC3)O[C@H]2CO)c1	-23	nt	9	?
13	C[C@@H]1CN([C@H](C)CO)S(=O)(=O)c2ccc(C#CC3(O)CCCC3)cc2O[C@H]1CN(C)C(=O)Cc1cccnc1	-11	-2	17	2.6
14	Cc1noc(C)c1S(=O)(=O)N(C)C[C@H]1Oc2ccc(NC(=O)NC(C)C)cc2CC(=O)N([C@H](C)CO)C[C@H]1C	15	3	23	0.2
15	COCCNC(=O)C[C@H]1CC[C@H](NC(=O)NC2CCCCC2)[C@H](CO)O1	-37	-5	9	-3.9
16	COc1ccc(NC(=O)N(C)C[C@@H]2Oc3ccc(NC(=O)NC(C)C)cc3CC(=O)N([C@@H](C)CO)C[C@H]2C)cc1	42	-3	20	0.4
17	O=C(C[C@@H]1CC[C@H]2[C@@H](COC[C@H](O)CN2C(=O)Nc2ccc(Cl)c(Cl)c2)O1)NCc1ccccc1	94	nt	3	-0.2
18	C[C@H]1CCCCO[C@@H](CN(C)Cc2ccc(C(F)(F)F)cc2)[C@@H](C)CN([C@@H](C)CO)C(=O)c2cc(NC(=O)CCC(F)(F)F)ccc2O1	79	0	-45	0.7
19	COc1ccc2c3c(n(C)c2c1)[C@H](CO)N(C(=O)C1CCCC1)CC31CCN(Cc2cccc(F)c2)CC1	nt	7	-38	-1.1
20	C[C@H](CO)N1C[C@H](C)[C@H](CN(C)Cc2ccncc2)OCCCC[C@H](C)Oc2ccc(NS(=O)(=O)c3ccc(F)cc3)cc2C1=O	nt	3	-1	-0.5
21	Cc1cccc(S(=O)(=O)N2CCCCN3[C@@H](CO)[C@H](c4ccc(-c5ccccc5)cc4)[C@@H]3C2)c1	94	47	12	nt
22	CCC(=O)N1CC2(C1)CN(Cc1cc(F)ccc1F)[C@H](CO)c1c2c2ccc(OC)cc2n1C	nt	18	-3	nt
23	O=C(C[C@H]1CC[C@H](NC(=O)c2cccnc2)[C@@H](CO)O1)NCc1ccncn1	-6	-1	7	8.7
24	N#C[C@H]1[C@H](c2ccc(-c3ccccc3F)cc2)[C@@H](CO)N1C(=O)C1CCOCC1	46	-5	11	-2.6
25	CCC(=O)Nc1ccc2c(c1)OC[C@H](C)N(C(=O)CN(C)C)C[C@H](C)[C@H](OC)CN(C)C2=O	18	nt	-15	0.7
26	COc1ccc(-c2ccc3n(c2=O)C[C@H]2[C@H](CO)[C@@H](C(=O)Nc4ccccc4)[C@@H]3N2C)cc1	17	-6	nt	-1.1
27	COc1ccc(NC(=O)N2CCCCN3[C@H](CO)[C@H](c4ccc(C5=CCCCC5)cc4)[C@@H]3C2)cc1	114*	-17	44	-1.4
28	O=C(C[C@H]1C[C@H]2c3cc(NC(=O)CC4CC4)ccc3O[C@H]2[C@@H](CO)O1)NCc1ccncc1	2	1	16	1.5
29	C[C@@H]1CN([C@H](C)CO)C(=O)Cc2cc(NS(=O)(=O)c3cccs3)ccc2O[C@@H]1CN(C)Cc1ccc(Cl)c(Cl)c1	52	-11	4	1.1
30	COc1cccc(NC(=O)N(C)C[C@@H]2Oc3ncc(C#Cc4ccc(F)cc4)cc3C(=O)N([C@H](C)CO)C[C@@H]2C)c1	104*	3	-28	-3.3
31	Cc1ccc(NC(=O)Nc2ccc3c(c2)C(=O)N(C)[C@H]2CC[C@H](CC(=O)O)O[C@H]2CO3)cc1	13	1	14	-0.4
32	C[C@@H]1CN([C@@H](C)CO)S(=O)(=O)c2ccc(-c3ccccc3F)cc2O[C@H]1CN(C)Cc1ccncc1	116*	-4	-38	1.4
33	C[C@@H]1CN([C@H](C)CO)S(=O)(=O)c2ccc(C3=CCCC3)cc2O[C@@H]1CN(C)Cc1ccccc1	109*	6	20	4.6
34	C[C@H](CO)N1C[C@H](C)[C@H](CN(C)Cc2ccc(C(F)(F)F)cc2)Oc2ccc(NS(=O)(=O)c3cn(C)cn3)cc2C1=O	39	3	4	0.3
35	C[C@@H]1CN([C@@H](C)CO)C(=O)CCCn2cc(nn2)CO[C@H]1CN(C)S(=O)(=O)c1ccc(C#N)cc1	-98	nt	8	nt
36	C[C@H]1CN([C@@H](C)CO)C(=O)c2cc(C#CCc3ccccc3)cnc2O[C@@H]1CN(C)Cc1cccnc1	77	-8	-64	6.5
37	COc1ccc2c3c(n(C)c2c1)[C@@H](CO)N(Cc1ccccc1)CC31CCN(C(=O)c2ccccc2F)CC1	nt	3	-21	0.1
38	CCC(=O)N1CC2(C1)CN(Cc1cc(F)ccc1F)[C@H](CO)c1[nH]c3cc(OC)ccc3c12	nt	3	-90*	-1.6
39	Cc1noc(C)c1S(=O)(=O)Nc1ccc2c(c1)C(=O)N([C@@H](C)CO)C[C@@H](C)[C@@H](CN(C)Cc1ccc(Cl)c(Cl)c1)OCCCC[C@@H](C)O2	94	7	-82*	0.0
40	O=C([C@H]1[C@H](CO)[C@H]2Cn3c(cccc3=O)[C@H]2N1CC1CCCC1)N1CCCCC1	18	0	-8	1.3
41	CNC[C@@H]1Oc2ccc(NC(=O)NC3CCCCC3)cc2CC(=O)N([C@@H](C)CO)C[C@H]1C	-7	5	41	-1.1
42	Cc1noc(C)c1NC(=O)N(C)C[C@@H]1Oc2ccc(NC(=O)Cn3cnnn3)cc2CC(=O)N([C@@H](C)CO)C[C@H]1C	-26	1	21	-1.0
43	CN1C[C@@H]2[C@H](c3ccccc31)[C@H](CO)N2S(=O)(=O)c1ccccc1	-8	11	3	-0.4
44	COc1ccccc1C#Cc1ccc2c(c1)O[C@H](CN(C)Cc1ccncc1)[C@H](C)CN([C@H](C)CO)S2(=O)=O	112*	-2	-64	-1.3
45	CCCNC(=O)C[C@@H]1C[C@H]2c3cc(NC(=O)C4CCC4)ccc3O[C@H]2[C@@H](CO)O1	-13	0	7	0.4
46	COCC(=O)Nc1ccc2c(c1)C(=O)N(C)C[C@@H](OC)[C@@H](C)CN(C(=O)c1ccncc1)[C@@H](C)CO2	0	-3	17	6.7
47	C[C@@H]1CN([C@H](C)CO)C(=O)c2cc(C#CCN(C)C)cnc2O[C@H]1CN(C)C(=O)CCN1CCCCC1	-44	-1	48	-0.3
48	CCNC(=O)C[C@H]1CC[C@H]2[C@H](COc3ccc(NC(=O)NC(C)C)cc3C(=O)N2C)O1	16	-4	-4	3.5

2 entries from above, set out differently:
5	C/C=C/c1ccc([C@@H]2[C@@H](CO)N3C(=O)CN(C(=O)NC4CCCC4)C[C@@H]23)cc1
  T cruzi growth: nt	C diff growth: -4	Pf Dd2 inh: -24	GASC1 inh: 1.0

6	COc1ccc(NC(=O)N2CCCCN3[C@H](C2)[C@@H](c2ccc(C#Cc4ccccc4)cc2)[C@@H]3CO)cc1
  T cruzi growth: ?	C diff growth: 23	Pf Dd2 inh: -73	GASC1 inh: nt

(further entries)
cpd	structure	T cruzi growth	C diff growth	Pf Dd2 inh	GASC1 inh
49	CC(C)NC(=O)N(C)C[C@@H]1Oc2ccc(NC(=O)Nc3cccc4ccccc34)cc2C(=O)N([C@H](C)CO)C[C@H]1C	20	-2	15	0.0
50	CCCNC(=O)[C@H]1[C@H](CO)[C@H]2Cn3c(ccc(-c4ccccc4F)c3=O)[C@H]2N1C(=O)C1CCC1	nt	0	16	7.2
51	C[C@@H]1CCCCO[C@@H](CN(C)S(=O)(=O)c2ccccc2)[C@@H](C)CN([C@H](C)CO)C(=O)c2cc(NS(=O)(=O)c3ccc(Cl)cc3)ccc2O1	63	-5	-34	-0.1
52	COc1ccc(S(=O)(=O)N(C)C[C@H]2OCCCC[C@@H](C)Oc3ccc(NS(=O)(=O)c4c(C)noc4C)cc3C(=O)N([C@@H](C)CO)C[C@@H]2C)cc1	83	0	-50	-2.7
53	CN(C)CCCNC(=O)C[C@@H]1C=C[C@@H](NS(=O)(=O)c2ccc(F)cc2)[C@H](CO)O1	-8	1	-4	0.6
54	Cc1noc(C)c1S(=O)(=O)Nc1ccc2c(c1)C(=O)N([C@@H](C)CO)C[C@H](C)[C@@H](CN(C)C(=O)Nc1ccc3c(c1)OCO3)O2	31	nt	19	2.9
55	CO[C@H]1CN(C)C(=O)c2ccc(NS(=O)(=O)c3ccc(-c4ccccc4)cc3)cc2OC[C@H](C)NC[C@H]1C	nt	nt	23	-2.1
56	Cc1noc(C)c1NC(=O)N(C)C[C@@H]1Oc2ccc(NC(=O)C3CC3)cc2CC(=O)N([C@H](C)CO)C[C@H]1C	4	-2	8	-2.3
57	C[C@@H]1CN([C@@H](C)CO)C(=O)c2cc(C#Cc3ccncc3)cnc2O[C@@H]1CN(C)C(=O)c1ccccc1F	nt	8	14	0.6
58	CNC[C@@H]1OCCCC[C@H](C)Oc2ccc(NC(=O)c3ccncc3)cc2C(=O)N([C@H](C)CO)C[C@H]1C	16	-12	nt	0.9
59	CC(=O)N(C)C[C@H]1Oc2cc(C#Cc3cccnc3)ccc2S(=O)(=O)N([C@H](C)CO)C[C@@H]1C	nt	5	22	-2.1
60	CS(=O)(=O)N1[C@H](C#N)[C@H](c2ccccc2-c2ccc(F)cc2)[C@@H]1CO	nt	7	-1	-0.6
61	C[C@@H]1CCCCO[C@H](CN(C)S(C)(=O)=O)[C@@H](C)CN([C@@H](C)CO)C(=O)c2cc(NC(=O)CCCN(C)C)ccc2O1	-6	-6	-50	2.5
62	C[C@H]1CN([C@@H](C)CO)C(=O)c2cc(NC(=O)CCC(F)(F)F)ccc2O[C@@H]1CN(C)Cc1ccc(Oc2ccccc2)cc1	-69	-10	23	6.8
63	COc1ccc(NC(=O)N(C)C[C@H]2Oc3ncc(C#C[C@H](C)O)cc3C(=O)N([C@H](C)CO)C[C@@H]2C)cc1	-27	8	-35	0.4
64	N#C[C@H]1[C@@H](c2ccc(C3=CCCC3)cc2)[C@H](CO)N1C(=O)NC1CCCCC1	nt	-2	-28	-2.4
65	COc1cccc(C#Cc2ccc([C@@H]3[C@@H](C#N)N(C(=O)C4CC4)[C@H]3CO)cc2)c1	91	-5	-40	-1.9
66	C[C@H](CO)N1C[C@H](C)[C@@H](CN(C)C(=O)Nc2ccc3c(c2)OCO3)Oc2cc(C#Cc3ccncc3)ccc2S1(=O)=O	82	2	-56	0.5
67	Cc1noc(C)c1S(=O)(=O)N(C)C[C@@H]1Oc2ccc(NC(=O)Nc3cccc4ccccc34)cc2CC(=O)N([C@@H](C)CO)C[C@@H]1C	49	-7	-15	-1.1
68	O=C(C1CC1)N1C[C@H]2[C@@H](c3ccccc31)[C@H](CO)N2S(=O)(=O)c1ccccc1	22	6	1	0.7
69	C[C@@H]1CCCCO[C@H](CN(C)Cc2ccc3c(c2)OCO3)[C@H](C)CN([C@H](C)CO)C(=O)c2cc(NC(=O)Nc3cccc4ccccc34)ccc2O1	136*	22	-84*	-2.5

Source: PubChem BioAssay
